4MU fluor = compound fluoresces in the 4-MU spectral region; compound autofluorescence, 340/450 nm, 4-MU equivalents; hits give high values; max dye-equivalent concentration, M; actives 11% (n = 59,000); in the data active means max dye-equivalent concentration above about 10 nM; inconclusive means mostly about 1.1 nM to 9.6 nM
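Intrinsic fluorescence at 340/450 nm (ex/em) was read after 15 min at room temperature in pH 8.0, 100 mM Tris. Each compound concentration expressed as 4-MU-equivalent concentration from a six-point 4-MU standard series on each plate.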
Caspase-1 inhib = blocks human caspase-1 allosterically or competitively; Potency, µM (doses to about 57.5 µM), inactives show at the top dose activity change, negative = inhibition, actives largely listed as inhibitors; Caspase-1 enzyme, Ac-WEHD-AFC fluorogenic rate; P29466; actives 0.03% (n = 75,000);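 further: potency means the concentration at half of the fitted maximal effect; plate controls were vehicle for no effect and no substrate for full effect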
Target sequence (P29466 120-297 limits assumed): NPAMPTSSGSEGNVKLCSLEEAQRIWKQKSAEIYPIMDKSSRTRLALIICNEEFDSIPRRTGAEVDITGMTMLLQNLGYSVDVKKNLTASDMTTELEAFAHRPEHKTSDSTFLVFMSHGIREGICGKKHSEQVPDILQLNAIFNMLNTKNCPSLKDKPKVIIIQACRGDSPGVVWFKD
Target sequence (P29466 317-404 limits assumed): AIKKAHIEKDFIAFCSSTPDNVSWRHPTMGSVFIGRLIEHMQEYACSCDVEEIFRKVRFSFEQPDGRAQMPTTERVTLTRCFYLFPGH
ERK AVP inh = vasopressin-driven ERK pathway inhibition; HEK293-V1b, vasopressin-stimulated pERK AlphaScreen; Potency, µM (series often up to 57.5 µM), for inactives: at the highest dose activity, negative = inhibition, most hits filed as inhibitors; actives 0.99% (n = 72,000); AID 995; further: potency means the concentration at half of the fitted maximal effect; on the % scale 0 is the no-effect control and ±100 the full control effect; nearly all actives have a fitted effect of over 55% in size
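V1b-HEK293 cells; cpd 30 min 37C; 25 nM vasopressin 5 min; lyse 10 min; AlphaScreen beads 5 hr RT. Normalized to DMSO basal and 25 nM vasopressin; AC50 by Hill fit.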
HEK293 cAMP cs = raises cAMP in parental HEK293 cells, TSHR agonist counter-screen. parental HEK293 CNG cAMP sensor, membrane potential fluorescence. AID 938. actives 2.5% (n = 73,000). Potency, µM (highest dose often 57.1 µM), for the others: at the highest dose activation, most hits filed as activators; further: potency means the concentration at half of the fitted maximal effect; % of control where 0% means no effect; nearly all actives have a fitted effect of over 55% in size
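Parental HEK 293 cells stably expressing a modified CNG channel (no TSHR) report cAMP rise as membrane depolarization. Membrane potential dye with 100 uM RO 20-1724 was loaded for 60 min at room temperature, then compound added for 30 min; fluorescence read at 590 nm.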
Tau fil binding = tau filament binding | AID 596 | Potency, µM (series often up to 57.1 µM), for inactives: top-dose activity change, negative = inhibition | P10636 | actives 2% (n = 71,000) | recombinant tau filaments, thioflavin S fluorescence, 15 h; filaments grown with octadecylsulfate alongside compound;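 further: potency means the concentration at half of the fitted maximal effect; on the % scale 0 is the no-effect control and ±100 the full control effect; actives lower thioflavin S fluorescence by blocking filaments or displacing dye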
Target sequence (P10636 whole entry, looked up): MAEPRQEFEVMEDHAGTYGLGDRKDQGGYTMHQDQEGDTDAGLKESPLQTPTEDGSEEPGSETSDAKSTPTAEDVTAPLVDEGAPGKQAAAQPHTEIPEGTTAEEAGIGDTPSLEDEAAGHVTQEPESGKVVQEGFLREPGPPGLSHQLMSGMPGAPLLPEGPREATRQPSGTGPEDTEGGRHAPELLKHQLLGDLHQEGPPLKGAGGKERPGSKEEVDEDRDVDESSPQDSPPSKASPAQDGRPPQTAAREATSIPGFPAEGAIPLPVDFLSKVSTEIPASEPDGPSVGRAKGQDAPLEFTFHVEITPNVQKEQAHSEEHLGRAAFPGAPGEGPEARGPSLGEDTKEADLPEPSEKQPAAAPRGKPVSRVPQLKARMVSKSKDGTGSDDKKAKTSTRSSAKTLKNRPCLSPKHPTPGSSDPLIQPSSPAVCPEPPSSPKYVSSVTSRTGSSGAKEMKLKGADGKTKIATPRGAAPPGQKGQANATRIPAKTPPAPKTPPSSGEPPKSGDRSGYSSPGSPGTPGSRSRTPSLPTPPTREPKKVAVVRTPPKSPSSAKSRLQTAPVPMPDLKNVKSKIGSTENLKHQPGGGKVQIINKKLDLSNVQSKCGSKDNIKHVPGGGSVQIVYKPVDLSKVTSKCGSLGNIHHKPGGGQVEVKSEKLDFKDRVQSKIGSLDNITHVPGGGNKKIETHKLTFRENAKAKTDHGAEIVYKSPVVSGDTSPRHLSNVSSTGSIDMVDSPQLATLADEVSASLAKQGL
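Read-out: ThS fluorescence, 450 nm excitation/510 nm emission; lower signal marks blocked filament formation or displaced dye. Tau at 1 uM with 30 uM ODS, 10 uM ThS, 5 mM DTT, 100 mM NaCl, 10 mM HEPES pH 7.4; 15 h, 37 C.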
Rhodamine autofl = compound fluoresces in the rhodamine spectral region; Rhodamine-region fluorescence, 547/598 nm, Tris buffer; hits give high values; max dye-equivalent concentration, M; actives 0.05% (n = 59,000); AID 594; in the data active means max dye-equivalent concentration above about 11 nM; inconclusive means between about 1.1 nM and that limit
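Compound fluorescence in 100 mM Tris, pH 8.0, read after 15 min at room temperature with 547 nm excitation and 598 nm emission. Output is dye-equivalent concentration from an on-plate rhodamine standard series.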
Luciferase inh = blocks Photinus pyralis firefly luciferase activity; P08659; purified firefly luciferase, luminescence, 8 min; Potency, µM (doses to about 57.1 µM), for the others: top-dose activity change, negative = inhibition, usual class: inhibitors; actives 2.2% (n = 72,000); AID 411; further: potency means the concentration at half of the fitted maximal effect; on the % scale 0 is the no-effect control and ±100 the full control effect; nearly all actives have a fitted effect of over 40% in size
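Titration-based qHTS; buffer 50 mM imidazole pH 7.2, 50 mM KCl, 7 mM MgCl2, 10 uM ATP, 0.01% Tween 20, 0.05% BSA; luciferase/luciferin detector mix added after compound; 8 min, ambient; luminescence.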
Fluorescein autfl = compound autofluorescence in fluorescein spectral region | Compound autofluorescence, 480/540 nm, fluorescein-equivalent; hits give high values | max fluorescein-equivalent concentration, M | actives 0.91% (n = 59,000) | AID 593; in the data active means max fluorescein-equivalent concentration above about 10 nM; inconclusive means between about 1.1 nM and that limit
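Fluorescein stocks ranging 3 mM down to 300 nM, plus DMSO blanks, were pinned alongside compounds to build a per-plate standard curve. Buffer: 100 mM Tris, pH 8.0. Incubation 15 min, room temperature; filters 480/540 nm.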
A350 fluor = compounds fluorescent in Alexa 350 spectral region. Compound autofluorescence, 340/450 nm, Alexa 350 dye-equivalents; hits give high values. max dye-equivalent concentration, M. actives 11% (n = 59,000). AID 590; in the data active means max dye-equivalent concentration above about 10 nM; inconclusive means mostly about 1.1 nM to 9.6 nM
Casp7 inh = allosteric or competitive inhibitors of human caspase-7; P55210; recombinant caspase-7, Ac-DEVD-AFC fluorescence rate; Potency, µM (highest dose often 57.5 µM), without a hit: at the top dose activity change, negative = inhibition, most hits filed as inhibitors; actives 0.02% (n = 75,000); active means well fitted inhibition curve with a large enough effect in the main read-out, with a control signal flat, not every such curve was filed as active; inconclusive means small, poorly fitted or top-dose-only effect, or a change in a side signal; further: potency means the concentration at half of the fitted maximal effect; % of control where 0% means no effect
TexasRed autofl = compound fluoresces in the Texas Red spectral region | actives 0.06% (n = 59,000) | max dye-equivalent concentration, M | Compound fluorescence, Texas Red channel, 547/618 nm; hits give high values | AID 587; in the data active means max dye-equivalent concentration above about 10 nM; inconclusive means between about 1.1 nM and that limit
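Compound titrations in 100 mM Tris pH 8.0 were incubated 15 min at room temperature and read at 547 nm excitation / 618 nm emission. Texas Red six-point standard curve on each plate converted fluorescence to dye-equivalent concentration.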
* hit, by the source's call; i = inactive; ? = inconclusive; / = not tested or not shown; [ ] = another dose, or the depositor's remark. Unless noted, the call rests on the fitted dose curve; in most records, active means well fitted curve in the direction sought with a large enough effect; inconclusive means small, poorly fitted or top-dose-only effect, or another doubt; inactive means no such curve, though single readings can be large; an effect the other way counts as inactive or inconclusive. These rows are one share of the data, so the mix of outcomes need not match the whole.

cpd | canonical_smiles | 4MU fluor | Tau fil binding | ERK AVP inh | Luciferase inh | A350 fluor | HEK293 cAMP cs | TexasRed autofl | Fluorescein autfl | Casp7 inh | Caspase-1 inhib | Rhodamine autofl
1 | CS(=O)(=O)Nc1cccc(-c2cncnc2NCc2cccs2)c1 | i | -1% | -18% | 0%[2.29 µM] | i | -1% | i | i | -1% | 4% | i
2 | CC(=O)c1nnn(-c2nc(N)nc(N(c3ccccc3)c3ccccc3)n2)c1C | i | 137% | -2% | 0% | i | ? | ? | ? | -4% | -5% | i
3 | O=C(NCC1CCCO1)c1ccc2c(=O)n(CCc3ccccc3)c(=O)[nH]c2c1 (stereo not given) | i | 7% | -18% | 0% | ? | -11% | i | i | 0% | 1% | i
4 | O=S1(=O)CCC(NS(=O)(=O)c2cccc3cccnc23)C1 (stereo not given) | i | -2% | ? | -1% | i | 1% | ? | i | 0% | 1% | i
5 | COc1cc(NC(=O)Cc2ccccc2)ccc1NC(=O)c1ccco1 | / | 2% | -8% | -12% | / | 11%[11.4 µM] | / | / | 0% | 0% | /
6 | Nc1nnc(Cc2ccc(Cl)cc2)s1 | i | -5% | -17% | 1% | i | 2% | i | i | 1% | -2% | i
7 | CC[C@@](N)(C(=O)O)c1ccc(C(=O)O)cc1 | / | ? | 23% | 0% | / | 9% | / | / | 2% | 1% | /
8 | CC(=O)NCC(=O)OCN1C(=O)c2ccccc2C1=O | i | / | / | 0%[25.5 µM] | i | / | i | i | / | / | i
9 | Cc1cccc(NC(=O)Cn2c(=O)n(Cc3ccco3)c(=N)c3c4c(sc32)COC(C)(C)C4)c1 | i | 16% | -16% | 0% | i | 15% | i | ? | -7% | -8% | i
10 | Cc1nn(CC(=O)Nc2ccc3c(c2)nc(CN2CCCCC2)n3C)c(=O)c2ccccc12 | i | 19% | -2% | 0% | ? | 3% | i | ? | -1% | 0% | i
11 | COC(=O)C1=C(N)Oc2cc(C)n(Cc3cccnc3)c(=O)c2C1c1cc(OC)ccc1OC (stereo not given) | i | 3% | ? | -1% | i | 4% | i | i | 1% | 0% | i
12 | CC(=O)c1cccc(OCCN2C(=O)NC(C)(C)C2=O)c1 | i | -10% | -7% | 0% | i | 9% | i | i | 1% | -1% | i
13 | COc1ccccc1C1N(c2ccc(Cl)cc2)C(=O)C2CCCN21 (stereo not given) | i | 1% | 8% | 2% | i | 5% | i | i | -1% | -1% | i
14 | CC1CCCN(S(=O)(=O)c2ccc(NC(=O)Cn3nnc(-c4ccccc4F)n3)cc2)C1 (stereo not given) | i | 171% | 25% | -2% | i | -16% | i | ? | -6% | -1% | i
15 | CCn1c(CCn2ccnc2C)n[nH]c1=S | i | 6% | -5% | 1% | i | 2% | ? | ? | 1% | 1% | i
16 | Cc1oc(-c2cccs2)nc1CS(=O)CC(=O)NC1CCCCCC1 (stereo not given) | / | -2% | -21% | -2% | / | -2% | / | / | -10% | -5% | /
17 | C=C(C)CSc1nc2nc(C)cc(C)n2n1 | i | 12% | -17% | 1% | i | 6% | i | i | 0% | -1% | i
18 | CN(CCNC(=O)c1cc2c(=O)n(C)c3ccccc3c2n1C)Cc1ccccc1 | / | 211% | 8% | 1% | / | ? | / | / | 1% | 3% | /
19 | C=CCOc1ccc(C2c3c(oc4ccccc4c3=O)C(=O)N2c2ccccn2)cc1OCC (stereo not given) | / | -14% | -4% | -1% | / | 6% | / | / | 0% | -4% | /
20 | CCCn1c(SCC(=O)Nc2nnc(CC)s2)nnc1-c1ccco1 | i | 6% | ? | 3% | i | 6% | i | i | 2% | -3% | i
21 | COc1ccc(Cn2nnnc2CN2CCC(c3nc4ccccc4s3)CC2)cc1 | i | 18% | ? | 2% | i | ? | i | i | -4% | -6% | i
22 | CCOC(=O)NCC(C)(C)CNC(=O)OCC | i | 3% | -4% | 1% | i | 1% | i | ? | 0% | -1% | i
23 | COc1ccc(C2C(C#N)=C(N)OC(C(C)(C)C)=C2C#N)cc1OC (stereo not given) | ? | 5% | ? | -1% | ? | 3% | i | ? | -8% | -9% | i
24 | CCn1ncc(Br)c1C(=O)Nc1sc2c(c1C(N)=O)CCC2 | 1.1e-07M* | 53% | -12% | 2% | 1.5e-07M* | 2% | i | i | -1% | -1% | i
25 | COCCN(CCOC)S(=O)(=O)c1ccc(C(=O)Nc2nc(C)c(C(C)=O)s2)cc1 | i | -9% | 1% | -2% | i | 5% | i | ? | -2% | 0% | i
26 | COc1ccc(-c2nc(C)c(C(C)=O)n2O)cc1OC | / | -2%[11.4 µM] | -1% | -20% | / | 0%[11.4 µM] | / | / | -1% | 0% | /
27 | COc1ncc2nc(-c3ccccc3)c(=O)n(CCC#N)c2n1 | 1.3e-08M* | -8% | -21% | -5%[11.4 µM] | 1.8e-08M* | -3% | i | i | -6% | -6% | i
28 | O=C(CN1CCN(S(=O)(=O)c2ccc(Br)cc2)CC1)Nc1ccc(F)cc1F | i | -3% | 11% | 3% | i | ? | i | i | -5% | -4% | i
29 | COC(=O)N1CCC[C@@]2(CCN(C(=O)Nc3cccc(C#N)c3)C2)C1 | i | -4% | 7% | -1%[11.4 µM] | i | 13% | i | ? | 3% | -9% | i
30 | Cc1cccc(OCCn2c(=O)n(C)c3ccccc32)c1 | / | -10% | -3% | ? | / | 5%[11.4 µM] | / | / | -2% | -3% | /
31 | CC[N+]1(C)[C@@H]2CC[C@H]1CC(OC(=O)[C@H]1CC[C@@](C(=O)OC3C[C@H]4CC[C@@H](C3)[N+]4(C)CC)(c3ccccc3)c3ccccc31)C2 (stereo not given in full) | i | 12%[25.6 µM] | 14%[25.7 µM] | -6%[25.5 µM] | i | -3%[25.6 µM] | i | i | 0%[25.7 µM] | -2%[25.7 µM] | i
32 | Cc1csc(SCC(=O)Nc2cc(C(C)(C)C)nn2-c2ccccc2)n1 | i | -1% | 30%[activator] | 2% | ? | 20% | i | ? | 2%[0.00368 µM] | -1% | i
33 | O=C(c1cc(F)c(F)cc1Cl)N1CCCCC1 | / | 3%[11.4 µM] | -1% | -1% | / | 6%[11.4 µM] | / | / | 0% | -1% | /
34 | CCCCn1c(=N)n(CC(O)COc2cccc(C)c2)c2ccccc21 (stereo not given) | i | 152% | -4% | 2% | i | ? | i | i | -1% | -3% | i
35 | c1ccc(Cn2ncc3c2ncn2c(-c4ccncc4)nnc32)cc1 | i | -5% | 3% | 1% | i | 7% | i | i | 0% | -1% | i
36 | Cn1c(=O)n(Cc2ccccc2)c(=O)c2c1nc1n2CCS1 | i | 4% | ? | 4% | i | 13% | i | i | 2% | -1% | i
37 | Cc1occc1C(=O)NCCCc1ccccc1 | / | 1% | -17% | 1% | / | 1% | / | / | -5% | -2% | /
38 | COc1cc(C(=O)NCCc2cn3ccc(C)cc3n2)cc(OC)c1OC | / | 16% | / | 1% | / | 20% | / | / | -1% | -3% | /
39 | O=C(c1ccccc1-c1ccccc1)N1CCN(c2ccccn2)CC1 | i | 3% | -1% | 0% | i | ? | i | i | -5% | -1% | i
40 | COc1ccc(NC(=O)CCC2CCCC2)cc1OC | i | 1% | -15% | -8% | i | -9% | i | ? | -1% | 1% | i
41 | COC(=O)c1ccc(NC(=O)C2C3CCC(C3)C2C(=O)O)cc1 (stereo not given) | / | 20% | -10% | 0% | / | -5% | / | / | 0% | -1% | /
42 | O=C(NCc1ccco1)c1ccccc1NS(=O)(=O)c1ccc2c(c1)OCCO2 | ? | -2% | -20% | 2% | ? | 13% | ? | i | -1% | -1% | i
43 | Cc1ccc(N(C)C)cc1 | / | -10% | 7% | / | / | 9% | / | / | 1% | 4% | /
44 | N#Cc1ccc(Oc2cccc(C(=O)O)c2)cc1C#N | / | -8% | -3% | 1% | / | 1% | / | / | -1% | -1% | /
45 | COc1ccc(F)cc1CN1CCN(C(=O)CCC(=O)Nc2nnc(C(C)C)s2)CC1 | 1.6e-08M* | -1% | -14% | 6% | 1.7e-08M* | 22% | i | i | -1% | -1% | i
46 | CC1(C)CC(=O)C2=C(C1)N(Cc1cccnc1)C(=O)C2(NC(=O)C1CC1)C(F)(F)F (stereo not given) | i | -16% | 5% | -1% | i | 9% | ? | i | -9% | -7% | i

Entries of single compounds, quoted from the list.
N#Cc1ccc(Oc2cccc(C(=O)O)c2)cc1C#N in the list: 4MU fluor = /; Tau fil binding = -8%; ERK AVP inh = -3%; Luciferase inh = 1%; A350 fluor = /; HEK293 cAMP cs = 1%; TexasRed autofl = /; Fluorescein autfl = /; Casp7 inh = -1%; Caspase-1 inhib = -1%; Rhodamine autofl = /
O=C(NCc1ccco1)c1ccccc1NS(=O)(=O)c1ccc2c(c1)OCCO2 in the list: 4MU fluor = ?; Tau fil binding = -2%; ERK AVP inh = -20%; Luciferase inh = 2%; A350 fluor = ?; HEK293 cAMP cs = 13%; TexasRed autofl = ?; Fluorescein autfl = i; Casp7 inh = -1%; Caspase-1 inhib = -1%; Rhodamine autofl = i

Bioassay records: PubChem, National Center for Advancing Translational Sciences (NCATS)
